FBW7 act: human FBW7 E3 ligase activation, primary screen; Q969H0; AlphaScreen FBW7–phospho-cyclin E peptide binding, activator screen; normalized activity (activation), % at 26.1 µM; 650,000 tested, 0.13% active; AID 1259310; in the data active means normalized activity above about 1.9%;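 further: purified mutant Fbw7 with reduced substrate affinity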
Target sequence (Q969H0 whole entry, looked up): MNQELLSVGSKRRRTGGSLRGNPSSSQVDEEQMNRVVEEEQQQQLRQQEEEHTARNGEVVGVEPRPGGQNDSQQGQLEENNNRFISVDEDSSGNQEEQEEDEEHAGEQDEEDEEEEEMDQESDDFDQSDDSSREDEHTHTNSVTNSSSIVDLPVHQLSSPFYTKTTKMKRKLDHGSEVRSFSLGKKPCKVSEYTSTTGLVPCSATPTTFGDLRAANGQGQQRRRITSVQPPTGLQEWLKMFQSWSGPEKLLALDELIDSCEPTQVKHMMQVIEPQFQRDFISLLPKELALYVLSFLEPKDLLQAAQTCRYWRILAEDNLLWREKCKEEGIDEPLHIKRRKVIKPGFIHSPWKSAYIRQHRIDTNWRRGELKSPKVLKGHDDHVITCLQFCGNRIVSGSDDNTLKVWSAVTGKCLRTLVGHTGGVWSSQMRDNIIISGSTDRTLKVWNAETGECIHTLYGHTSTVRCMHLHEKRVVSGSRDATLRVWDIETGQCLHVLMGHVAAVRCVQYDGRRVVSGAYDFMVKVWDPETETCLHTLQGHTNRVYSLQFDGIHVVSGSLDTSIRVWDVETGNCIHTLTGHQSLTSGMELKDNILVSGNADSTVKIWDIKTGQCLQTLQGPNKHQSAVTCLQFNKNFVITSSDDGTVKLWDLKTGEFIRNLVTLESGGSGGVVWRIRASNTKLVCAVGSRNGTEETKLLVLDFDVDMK
GPR151 ag: activators of human GPR151. Q8TDV0. PathHunter beta-arrestin GPR151 cells, luminescence. activation, % at 11.2 µM. 650,000 tested, 1% active. AID 1508602; in the data active means activation above about 4.9%;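 further: 0% = median of compound wells and 100% = cells with positive control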
Target sequence (Q8TDV0 whole entry, looked up): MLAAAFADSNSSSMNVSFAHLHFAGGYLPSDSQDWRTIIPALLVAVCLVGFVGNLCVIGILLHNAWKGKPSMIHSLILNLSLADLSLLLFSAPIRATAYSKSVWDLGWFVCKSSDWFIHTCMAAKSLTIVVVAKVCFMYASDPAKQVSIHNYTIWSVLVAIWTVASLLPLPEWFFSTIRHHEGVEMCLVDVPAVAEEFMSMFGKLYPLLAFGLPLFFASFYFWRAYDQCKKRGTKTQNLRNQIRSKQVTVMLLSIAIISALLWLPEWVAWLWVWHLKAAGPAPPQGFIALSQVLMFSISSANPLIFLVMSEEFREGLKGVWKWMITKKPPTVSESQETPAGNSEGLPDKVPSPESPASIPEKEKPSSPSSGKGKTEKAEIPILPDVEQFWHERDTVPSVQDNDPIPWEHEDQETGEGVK
MITF inh: human MITF inhibition, primary screen. AlphaScreen MITF homodimerization, bead proximity signal. inhibition, % at 2.6 µM. 650,000 tested, 0.91% active. AID 1259374; in the data active means inhibition above about 50%;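 further: 0% = vehicle wells with protein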
TEAD-YAP inh: TEAD-YAP interaction inhibition. inhibition, % at 9.12 µM. HEK-TIYL cells, TEAD-Gal4/YAP UAS-luciferase luminescence. AID 1259422. 640,000 tested, 1.4% active; in the data active means inhibition above about 32%;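 further: 0% = median of test compound wells and 100% = reference inhibitor wells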
* = called active by the depositor.

SMILES	FBW7 act	GPR151 ag	MITF inh	TEAD-YAP inh
CN(C)C(=O)C1Cc2ccccc2CN1S(=O)(=O)c1ccc(F)cc1 (stereo not given)	0.0	-0.2	8	-1
O=C(c1nc2ccccn2c1CNCCc1ccco1)N1CCCC1	0.0	0.3	0	-9
CCOC(=O)c1c(CSc2ccccc2)n(C)c2cc(Br)c(O)c(CN(C)C)c12	-0.1	2.6	-2	0
NC(=O)c1ccsc1NC(=O)c1cc(-c2ccccc2)nc2ccccc12	0.6	0.1	-3	10
Cc1cc2oc(C(=O)NCCc3ccc(S(N)(=O)=O)cc3)c(C)c2cc1C	-0.1	10.0*	9	10
N#CCCN(CCC#N)C(=O)CN1C(=O)c2ccccc2C1=O	-0.2	0.1	-6	-9
O=C(N=Nc1c(O)[nH]c2ccc([N+](=O)[O-])cc12)c1ccc2c(c1)OCO2	-0.1	-0.4	-7	-20
Cc1c(NC(=O)COc2ccc(Br)cc2)cccc1[N+](=O)[O-]	-0.1	-1.8	5	-1
Cc1cc(Br)ccc1NC(=O)Cn1cnc2c1c(=O)n(C)c(=O)n2C	0.3	-0.2	5	-1
CCN(CC)Cc1c(O)ccc2c(=O)c(-c3ccccc3OC)c(C(F)(F)F)oc12	0.5	0.0	12	13
Cc1ccc(C(=O)NCC(=O)OCC(=O)Nc2cccc(Cl)c2)s1	0.0	0.8	-5	0
Cc1cc(C(=O)N/N=C/c2cccc(Oc3ccccc3)c2)c(C)o1	0.0	-1.8	7	-11
Cn1c(=O)cc(SCC(=O)Nc2cccc(Cl)c2)c2ccccc21	0.0	0.6	2	-5
Cc1ccc(-n2cc(-c3ccc(Cl)cc3)nc2SCC(=O)NCC2CCCO2)cc1 (stereo not given)	0.0	-1.0	16	22
Cc1c(Cl)cccc1NC(=O)Cn1c(=O)n(Cc2ccco2)c(=O)c2oc3ccccc3c21	-0.1	0.7	3	12
CC1CCN(Cc2nnnn2CC(=O)NCc2ccncc2)CC1	0.1	0.1	18	1
O=C(NC1CCCC1)c1ccc(N2CC3CC(C2)c2cccc(=O)n2C3)c(NS(=O)(=O)c2ccc(F)cc2)c1 (stereo not given)	-0.1	-0.8	9	-7
CC1[N+](=O)C(c2ccccc2)=C(c2ccccc2)N([O-])C1(C)C (stereo not given)	0.5	-0.8	-4	8
COC(=O)c1ccc(SCC(=O)N2CCC(C)CC2)c([N+](=O)[O-])c1	0.6	-1.5	12	5
Cc1ccc(-n2c(N)c(C(=O)N3CCOCC3)sc2=S)cc1	-0.1	-0.7	8	-6
N#CC1=C(N)OC2=C(C(=O)CC(c3ccccc3)C2)C1c1cc(Br)cs1 (stereo not given)	0.2	-0.3	6	-4
COc1cc2nc(Nc3cccc(N(C)C)c3)nc(NCCCN3CCCC3=O)c2cc1OC	-0.3	1.7	3	-9
CCOC(=O)c1cc(Oc2ncnc3sc4c(c23)CCCC4)cc(C(=O)OCC)c1	0.0	-0.8	9	1
COc1ccc(C2C(C(C)=O)=C(C)N=c3s/c(=C\c4cc(C(C)C)c(OC)cc4C)c(=O)n32)c(OC)c1 (stereo not given)	0.1	2.9	3	1
COc1ccc(S(=O)(=O)N2CCCC2)c(Cl)c1Cl	0.1	1.7	13	-13

The results go on.
SMILES	FBW7 act	GPR151 ag	MITF inh	TEAD-YAP inh
Cc1cc(C)n2c(nc(=O)c3ccccc32)c1C#N	0.2	-0.7	1	7
O=C(CCSCc1ccccc1F)NCCc1ccc(Cl)cc1	0.0	-0.3	-10	4
C=CCOc1c(Cl)cc(CNC(C)(C)C)cc1OC	-0.4	-0.7	1	10
Cc1ccnc(NC(=O)Nc2ccc(F)c(Cl)c2)c1	0.0	0.9	8	-77
Cc1ccc2c(CSc3nnc(C)s3)cc(=O)oc2c1	-0.2	1.6	-9	-70
CCN(CC)S(=O)(=O)c1ccc(C(=O)N2CCc3cc(OC)c(OC)cc3C2COc2ccc(OC)cc2)cc1 (stereo not given)	-0.1	0.0	3	14
COc1ccc(C)cc1S(=O)(=O)NC1CCCCC1	0.2	0.8	-57	10
COC(=O)c1c(NC(=O)c2ccc(C)cc2)sc2c1CCCCC2	0.4	-1.0	6	-1
C=CCn1c(NC2CCCCC2)nc2c1c(=O)n(C)c(=O)n2C	0.8	0.3	25	-4
O=C(NCc1ccccc1)c1ccc(Oc2ccc(C(F)(F)F)cc2[N+](=O)[O-])cc1	0.0	0.8	3	14
CC(C)Nc1nc(NC(C)C)nc(Oc2ccc(=O)[nH]n2)n1	-0.2	0.2	4	6
CCSc1ncc(Cl)c(C(=O)Nc2nnc(SC)s2)n1	0.9	-0.5	9	1
Cc1ccc(C2=N/C(=C/c3ccccc3)C(=O)O2)cc1C	-0.1	-0.3	-1	-4
COc1ccccc1C1C(C#N)=C(N)Oc2n[nH]c(C)c21 (stereo not given)	0.1	0.1	8	10
CN1CCN(C(=O)CCC(=O)N2CCSc3ccccc32)CC1	0.0	0.1	-1	-2
Cc1ccc(C)c2[nH]c(=O)c(CCNC(=O)c3cccc4ccccc34)cc12	0.2	-0.9	-13	-6
CCC1Sc2cc(S(=O)(=O)CCC(=O)Nc3cccc(C)n3)ccc2NC1=O (stereo not given)	-0.1	2.4	2	4
Cc1cc(C)c(NC(=O)C2CCN(c3cnccn3)CC2)c(C)c1	-0.1	-0.1	4	-8
CCOC(=O)CSc1nc2ccccc2c(=O)n1CC1CCC(C(=O)NCc2ccco2)CC1 (stereo not given)	-0.1	0.5	5	-7
Nc1cccc(C(=O)Nc2ccc(C(=O)O)cc2)c1	0.1	-2.0	-2	1
CC1CC(C)CN(CCCNC(=O)Cn2nc(-c3ccc(Cl)cc3)ccc2=O)C1 (stereo not given)	0.3	-0.6	5	-2
CCn1c(C(C)NC(=O)c2ccccc2)n[nH]c1=S (stereo not given)	-0.1	0.9	12	5
CC(C)NC(=O)CN1C(=O)C(C)(C)Oc2ccc(C(=O)NC3CCCCC3)cc21	0.4	-0.6	6	0
Cc1cc(C(=O)N2CCOc3ccc(C(C)(O)CCn4cccn4)cc3C2)n[nH]1 (stereo not given)	0.2	-0.7	15	-5
CCN(c1cccc(C)c1)S(=O)(=O)c1cn(CC(=O)OC)c2ccc([N+](=O)[O-])cc12	-0.2	-0.9	2	-6

A section of the results above:
SMILES	FBW7 act	GPR151 ag	MITF inh	TEAD-YAP inh
CC(C)Nc1nc(NC(C)C)nc(Oc2ccc(=O)[nH]n2)n1	-0.2	0.2	4	6
CCSc1ncc(Cl)c(C(=O)Nc2nnc(SC)s2)n1	0.9	-0.5	9	1
Cc1ccc(C2=N/C(=C/c3ccccc3)C(=O)O2)cc1C	-0.1	-0.3	-1	-4
COc1ccccc1C1C(C#N)=C(N)Oc2n[nH]c(C)c21 (stereo not given)	0.1	0.1	8	10
CN1CCN(C(=O)CCC(=O)N2CCSc3ccccc32)CC1	0.0	0.1	-1	-2
Cc1ccc(C)c2[nH]c(=O)c(CCNC(=O)c3cccc4ccccc34)cc12	0.2	-0.9	-13	-6
CCC1Sc2cc(S(=O)(=O)CCC(=O)Nc3cccc(C)n3)ccc2NC1=O (stereo not given)	-0.1	2.4	2	4
Cc1cc(C)c(NC(=O)C2CCN(c3cnccn3)CC2)c(C)c1	-0.1	-0.1	4	-8
CCOC(=O)CSc1nc2ccccc2c(=O)n1CC1CCC(C(=O)NCc2ccco2)CC1 (stereo not given)	-0.1	0.5	5	-7
Nc1cccc(C(=O)Nc2ccc(C(=O)O)cc2)c1	0.1	-2.0	-2	1
CC1CC(C)CN(CCCNC(=O)Cn2nc(-c3ccc(Cl)cc3)ccc2=O)C1 (stereo not given)	0.3	-0.6	5	-2
CCn1c(C(C)NC(=O)c2ccccc2)n[nH]c1=S (stereo not given)	-0.1	0.9	12	5

The list continues.
SMILES	FBW7 act	GPR151 ag	MITF inh	TEAD-YAP inh
O=c1cc(C(F)(F)F)occ1-c1ccccc1	-0.1	1.1	5	2
CCCCCCN1C(=O)C(=O)/C(=C(\O)c2ccc(C)cc2)C1c1ccc(N(C)C)cc1 (stereo not given)	-0.1	1.4	12	5
COc1ccc(/C=C\C(=O)Nc2c3c(nn2-c2ccccc2C)CSC3)cc1OC	0.0	-0.7	0	-1
COc1cccc(-c2noc(-c3ccc(Br)cc3)n2)c1	0.1	-1.3	-1	-47
O=C(c1cccc2ncccc12)N1CCC(c2ccncc2)CC1	0.0	-0.6	17	3
COc1ccccc1CNC(=O)Nc1ccc(-c2cn[nH]c2)cc1	0.2	-0.2	2	-4
O=C(CSc1ncc(-c2ccccc2)nn1)Nc1ccc(I)cc1	-0.1	-1.2	5	-2
Cc1ccc(-c2n[nH]c(CNC(=O)c3ccc(F)cc3)n2)cc1	0.0	-1.0	-4	-5
Cc1ccc(NC(=O)C2C3NC(=S)NC2(C)Oc2ccccc23)c(C)c1 (stereo not given)	0.0	-1.1	-16	2
Cn1c(=O)c2sccc2n2c(CCCC(=O)NCc3ccc4c(c3)OCO4)nnc12	1.0	0.6	10	5
COc1ccc(/C=N/c2nc(-c3ccccc3)c(C)s2)cc1OC	0.2	-0.3	10	-16
NC1=NC(=O)C(CC(=O)Nc2ccccc2NC(=O)CC2SC(N)=NC2=O)S1 (stereo not given)	0.5	-0.2	19	9
C/C(=N/NC(=O)c1cccc([N+](=O)[O-])c1)c1cccc(Br)c1	-0.2	0.1	0	-2
CCN(CC)CCn1c(=S)[nH]c2cc(C(=O)N3CCC4(CC3)OCCO4)ccc2c1=O	0.1	-0.7	-12	10
Cc1sc(NC(=O)COc2ccc(Cl)cc2Cl)c(C#N)c1C	-0.2	-0.1	-2	-16
COc1ccc2ccccc2c1/C=C1\SC(=S)N(CC(=O)O)C1=O	0.0	-0.8	-7	-4
CCOC(=O)c1nnn(-c2nonc2N)c1CN1CCC(C(N)=O)CC1	-0.1	3.0	8	13
CN1/C(=C\C(C[N+](=O)[O-])c2ccc3c(c2)OCO3)C(C)(C)c2ccccc21 (stereo not given)	-0.3	0.4	8	49*
COc1ccc(Br)cc1CNC(=O)C1CCCN(c2nc3ccccc3o2)C1 (stereo not given)	-0.1	-0.6	5	-2
CCOc1ccc(NC(=O)NCCNc2nc3cc4c(cc3cc2C#N)OCO4)cc1	0.0	-0.4	20	8
COCCn1nnnc1CN1CCN(c2ccccc2)CC1	0.0	0.2	38	-8
CCOC(=O)c1sc2nc(SCC(=O)NCc3ccccc3Cl)n(Cc3ccc4c(c3)OCO4)c(=O)c2c1C	0.4	-0.6	12	-5
COC(=O)c1ccc(CN(Cc2ccc(OC)c(OC)c2)S(=O)(=O)c2cc(C(=O)Nc3cccc(C)c3C)ccc2F)cc1	-0.1	-1.6	-8	-6
Cc1ccc(C(=O)N2CCc3cc(-c4csc(NC(=O)CN5CCCC5)n4)ccc32)cc1	0.1	0.6	22	3
O=C1OCCN1CC(=O)N1CCc2c([nH]c3ccccc23)C1C1CCCCC1 (stereo not given)	0.1	0.3	5	-8

The list continues:
SMILES	FBW7 act	GPR151 ag	MITF inh	TEAD-YAP inh
Cc1nnc(SCC(=O)O)n1/N=C/c1cc(Br)ccc1O	0.0	0.4	4	-6
CCC(c1nnnn1CCOC)N1CCN(c2ccccc2F)CC1 (stereo not given)	0.0	-1.0	1	-10
COc1ccc(Cl)cc1C1=N/C(=C/c2ccc(N(C)C)cc2)C(=O)O1	-0.2	1.0	-6	0
O=C(Nc1ccc(S(=O)(=O)Nc2nccs2)cc1)c1cc(Cl)ccc1Cl	0.5	2.7	-3	-3
COc1ccc(/C=C2\N=C(c3cccs3)OC2=O)cc1	-0.1	-0.4	4	10
Cc1ccc(C(=O)Nc2c3c(nn2-c2ccccc2C)CS(=O)(=O)C3)cc1	0.1	1.0	-6	7
COc1cccc(N2CCN(S(=O)(=O)c3ccc(Br)s3)CC2)c1	0.1	1.2	-8	1
CCC1(CC)OC(c2ccc3c(c2)OCO3)Nc2ccccc21 (stereo not given)	0.1	-0.4	-5	-1
COc1cc(NC(=O)c2cc(-c3ccccc3)n[nH]2)c2ncccc2c1	-0.2	-0.1	1	-25
C=CCNc1nc(Cl)nc(Nc2ccc([N+](=O)[O-])cc2)n1	0.3	-1.7	15	13
COc1ccc(NC(=O)c2cn(-c3ccccc3)nc2-c2ccc(C)cc2)cc1	-0.2	0.8	-4	-7
CC(=O)NCCCc1nc2ccccc2n1Cc1ccccc1Cl	0.1	-0.8	-1	-6
O=C(CN(c1ccccc1Cl)S(=O)(=O)c1ccccc1)NC1CC2CCC1C2 (stereo not given)	-0.1	-0.3	13	5
CN(C)c1cccc(-c2cnc3ccc(NCc4ccc(S(N)(=O)=O)cc4)nn23)c1	-0.1	-0.4	22	-12
Cc1ccccc1OCC(O)CNC1CCC(NCC(O)COc2ccccc2C)CC1 (stereo not given)	0.0	-0.4	-12	-5
COc1cccc(CN2CCc3nc(C)[nH]c(=O)c3C2)c1	-0.1	1.2	-6	-13
O=c1c2nnn(-c3ccc(Cl)cc3)c2ncn1CCN1CCCCC1	-0.2	-1.3	-12	4
CCOC(=O)c1c(NC(=O)c2c(Br)cnn2C)c(C#N)nn1-c1ccccc1	0.0	2.3	-7	10
CCOC(=O)N1CCN(C(=O)CN(c2ccc(Cl)c(C(F)(F)F)c2)S(=O)(=O)c2ccc(C)cc2)CC1	-0.1	1.4	11	6
COc1ccccc1N(CCC#N)C(=O)CSc1nc(-c2ccccc2)cn1N	0.0	0.3	-13	-9
CCCOc1cc(CC(=O)NCc2ccco2)ccc1OC	-0.1	3.3	7	16
COc1ccc(-c2nc(NC(=O)c3ccccc3SC)sc2C)cc1	0.6	-0.9	30	-1
Cc1nn(Cc2ccccn2)c(=O)c2cc3ccsc3n12	0.4	-0.7	5	3
O=C(CN1CCSCC1)N/N=C/c1ccco1	-0.1	1.1	30	-8
Cc1c(NC(=O)c2cc([N+](=O)[O-])ccc2Br)cccc1-c1nc2ncccc2o1	0.1	0.9	-10	19

High-throughput results as filed in PubChem.
